KCNH2 3.1 block = qHTS for Inhibitors of KCHN2 3.1: Mutant qHTS. U2OS KCNH2 3.1, thallium flux FluxOr; hits give low values. activity change, % (tested at about 1.8 µM). AID 720553, 2013. 340,000 tested, 0.95% active;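 active = maximum activity change below -70%; inconclusive = maximum activity change from -70% to -50%; inactive = maximum activity change above -50%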;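 also: thallium influx rate constant from kinetic fluorescence after stimulation buffer; % is scaled to controls: 0 for no effect and ±100 for the full control effect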
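FluxOr-based Tl+ influx in U2OS cells transduced with KCNH2 3.1 virus; rate constants normalized to DMSO controls.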
TRPV1 agonist = HTS Assay for Compounds that Act as Agonists of the Vanilloid Receptor 1; Transient receptor potential cation channel subfamily V member 1 (Homo sapiens), Q8NER1; TRPV1-expressing cells, Fluo-8 calcium influx, agonist mode; AID 540275, 2011; 320,000 tested, 0.19% active; activation, % at 8.33 µM; in the data active = activation above about 80%; inconclusive = between about 30% and that limit; also: 0% is about no effect
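Cells expressing TRPV1 were dye-loaded with Fluo-8 and read kinetically: 10 s baseline, 3 min after compound (agonist portion), then 2 min after EC20 capsaicin (allosteric enhancer portion). Calcium-bound dye fluorescence at 480/520 nm.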
Eya2 inh = qHTS Assay for Inhibitors of the Phosphatase Activity of Eya2; Protein phosphatase EYA2 (Homo sapiens), O00167; recombinant Eya2, OMFP fluorescence dephosphorylation (OMFP is methylfluorescein phosphate); Potency, µM (doses to about 76.9 µM), for inactives: top-dose activity, negative = inhibition, usual class: inhibitors; 330,000 tested, 0.006% active; AID 488837, 2010; also: potency is read from the fitted curve at half-maximal effect; % is scaled to controls: 0 for no effect and ±100 for the full control effect
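Eya2 (0.2 uM) preincubated 10 min at ambient with compound, then OMFP substrate added at 50 uM; 10 min reaction in 50 mM HEPES pH 7.5, 50 mM NaCl, 5 uM MgCl2, 0.05% BSA, 1 mM DTT. Fluorescence read at Ex 485/Em 525 nm.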
TSHR antag = Antagonists of the Thyroid Stimulating Hormone Receptor: HTS campaign; activity change, negative = inhibition, % at 11.5 µM; TSHR-expressing cells, TSH-stimulated cAMP HTRF, 2 h; hits give low values; 330,000 tested, 0.2% active; Thyrotropin receptor (Homo sapiens), P16473;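 active = activity change below a set negative limit, meaning inhibition stronger than a set level, cut at about -70% in these data; inconclusive = activity change between two set negative limits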; also: % is scaled to controls: 0 for no effect and ±100 for the full control effect
Target sequence (P16473 whole entry, looked up): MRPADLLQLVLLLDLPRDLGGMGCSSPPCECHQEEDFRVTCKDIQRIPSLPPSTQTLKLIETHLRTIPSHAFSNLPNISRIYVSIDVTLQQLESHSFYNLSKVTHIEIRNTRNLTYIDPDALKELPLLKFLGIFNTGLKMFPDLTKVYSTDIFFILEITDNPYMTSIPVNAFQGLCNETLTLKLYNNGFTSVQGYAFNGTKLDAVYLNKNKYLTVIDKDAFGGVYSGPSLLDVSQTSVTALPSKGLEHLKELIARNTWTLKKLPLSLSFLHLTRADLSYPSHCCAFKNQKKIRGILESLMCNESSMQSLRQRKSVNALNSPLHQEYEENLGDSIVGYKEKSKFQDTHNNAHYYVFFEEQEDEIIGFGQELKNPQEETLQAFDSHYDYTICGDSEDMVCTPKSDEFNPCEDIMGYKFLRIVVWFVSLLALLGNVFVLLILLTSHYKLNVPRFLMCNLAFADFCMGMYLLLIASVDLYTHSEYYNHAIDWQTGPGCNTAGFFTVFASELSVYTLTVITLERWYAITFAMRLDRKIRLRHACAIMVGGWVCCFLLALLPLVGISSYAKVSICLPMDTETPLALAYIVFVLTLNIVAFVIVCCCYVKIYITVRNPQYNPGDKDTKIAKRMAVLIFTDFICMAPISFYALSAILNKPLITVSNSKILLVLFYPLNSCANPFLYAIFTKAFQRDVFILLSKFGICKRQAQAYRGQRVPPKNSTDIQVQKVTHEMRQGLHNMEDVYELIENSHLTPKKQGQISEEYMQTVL
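Cell-based HTRF cAMP assay; TSHR cells + compound, TSH EC80 (4nM final), 2 h, 37 deg C. Lysis with anti-cAMP cryptate and cAMP-d2, 30 min RT, read 665/620 nm.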
USP2a block = qHTS Assay for Inhibitors of Ubiquitin-specific Protease USP2a Using CHOP2 as the Reporter | Potency, µM (titrated, usually from 38.3 µM), for inactives: at the top dose activity change, negative = inhibition, hits mostly inhibitors | Ubiquitin carboxyl-terminal hydrolase 2 (Homo sapiens), O75604 | AID 463254, 2010 | USP2 core, Ub-CHOP2 coupled fluorogenic reporter, 485/531 | 330,000 tested, 0.01% active;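 also: potency is read from the fitted curve at half-maximal effect; plate controls were DMSO wells for no effect and full inhibition by NEM control for full effect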
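USP2 core (10nM final) preincubated 30min RT with compound in 20mM Tris-HCl pH 8.0, 2mM CaCl2, 2mM beta-mercaptoethanol, 0.05% CHAPS; 25nM Ub-CHOP2 plus 25nM reporter substrate added, fluorescence (Ex485/Em531) read after 60min.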
AT treatment = qHTS Assay for Identifying a Potential Treatment of Ataxia-Telangiectasia; […] A-T fibroblasts, KAP-1 phosphorylation AlphaLISA; neocarzinostatin DNA damage 30 min before lysis; Potency, µM (titrated, usually from 57.5 µM), inactives show top-dose activation, usual class: activators; 320,000 tested, 0.19% active; AID 485349, 2010; also: potency is read from the fitted curve at half-maximal effect; % of control where 0% means no effect; nearly all actives have a fitted effect of over 45% in size
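hTERT-immortalized A-T patient fibroblasts ([…]), 500 cells/well in OPTI-MEM, 1% FBS, got compounds for 60 min, then NCS for 30 min at 37C. Lysates were then assayed for phospho-KAP-1 by AlphaLISA (anti-pKAP1 donor, anti-KAP1 acceptor beads), 6 hr at 25C.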
Mito fusion act = qHTS Assay for Small Molecule Inhibitors of Mitochondrial Division or Activators of Mitochondrial Fusion | 320,000 tested, 0.23% active | S. cerevisiae fusion-defective mutant growth rescue, CellTiterGlo 48 h | Potency, µM (highest dose often 46.1 µM), inactives show at the top dose growth rescue (activation), hits mostly activators;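 also: potency is read from the fitted curve at half-maximal effect; % of control where 0% means no effect; nearly all actives have a fitted effect of over 45% in size; temperature-sensitive fusion mutants such as fzo1-1 at 37 °C on non-fermentable ethanol glycerol medium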
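Luminescent cell viability in 1536-well qHTS format served as the measure of rescued growth in ts fusion-mutant S. cerevisiae cultured on non-fermentable YPEG for 48 hours at 37C.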
TCR act = Activators of T cell receptors: qHTS campaign; primary human leukocytes, anti-CD3, IL-2 HTRF, 48 h; Potency, µM (doses to about 9.22 µM), for inactives: at the top dose activation of IL-2 secretion, hits mostly activators; 330,000 tested, under 10 active; AID 504894, 2011; also: % of control where 0% means no effect
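Readout: HTRF IL-2, Eu-cryptate/d2 antibody pair, 320nm excitation, 665nm emission. Stimulus: a-CD3 beads, no co-stimulation. Cells: primary human leukocytes. Exposure: 48 hr with compound.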
KCNH2 WT inh = qHTS for Inhibitors of KCHN2 3.1: Wildtype qHTS; Voltage-gated inwardly rectifying potassium channel KCNH2 (Homo sapiens), Q12809; U2OS, BacMam KCNH2, thallium flux FluxOr; hits give low values; activity change, % at 1.84 µM; 340,000 tested, 0.37% active;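 active = maximum activity change below -70%; inconclusive = maximum activity change between -70% and -50%; inactive = maximum activity change above -50%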; also: % is scaled to controls: 0 for no effect and ±100 for the full control effect
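U2OS cells were transduced with wild-type KCNH2 virus (2.03 x 10^8 / mL) for 4 h at room temperature, then cultured overnight at 37 C. Thallium flux was read with FluxOr dye. Rate constants were normalized to DMSO controls.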
ELG1 repair inh = qHTS screen for small molecules that inhibit ELG1-dependent DNA repair in human embryonic kidney (HEK293T) cells expressing luciferase-tagged ELG1 | HEK293T ELG1-luciferase reporter, luminescence, 16 h; DNA damage induced by 5-fluorouridine | Potency, µM (series often up to 46.1 µM), inactives show top-dose activity change, negative = inhibition, most hits filed as inhibitors | 330,000 tested, 2.3% active; also: potency is read from the fitted curve at half-maximal effect; % is scaled to controls: 0 for no effect and ±100 for the full control effect; nearly all actives have a fitted effect of over 55% in size
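Luminescence from the luciferase reporter, measured 30 min after ONE-Glo reagent at room temperature, was the read-out. Beforehand, 2,000 cells per well were exposed for 16 hr at 37 °C to 5-fluorouridine together with compound or vehicle.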
Starred values were filed as active, the others as inactive; ? = inconclusive; nt = not tested or not shown; [ ] = dose if it differs, or a comment. Unless noted, calls follow the shape of the dose curve; as a rule, active = well fitted curve in the direction sought with a large enough effect; inconclusive = small, poorly fitted or top-dose-only effect, or another doubt; inactive = no such curve, though single readings can be large; an effect the other way counts as inactive or inconclusive. Not all compounds are listed (hit frequency here may not be typical).

no.	molecule	KCNH2 3.1 block	TRPV1 agonist	Eya2 inh	TSHR antag	USP2a block	AT treatment	Mito fusion act	TCR act	KCNH2 WT inh	ELG1 repair inh
1	CCOC(=O)C1NN=C(C(=O)c2ccc(C)cc2)C1c1ccc(C)cc1 (configuration not stated)	-14	4	-4%	1	-1%	-6%	?	-1%[46.1 µM]	2	1%
2	CC(C)CCN1CCN(Cc2coc3ccccc3c2=O)CC1CCO (configuration not stated)	5	3	-9%	1	2%	-4%	3%	-1%	19	-3%
3	S=c1[nH]nc(CNc2ccc(Cl)cc2)n1Cc1ccccc1	-18	1	-6%	3	0%	-2%[11.5 µM]	4%	-5%	1	-1%
4	CC(=O)Oc1ccc(NC(=O)CSc2ccccc2)cc1	-2	-1	12%	nt	0%	2%	2%	0%	-6	?
5	CCOC(=O)C1CCN(C(=O)c2cc(OCC)c(OCC)c(OCC)c2)CC1	20	-1	-20%	1	-5%	-1%	-2%	-4%	-1	-10%
6	CC(C)(C)C(=O)COC(=O)c1cc(-c2cccnc2)nc2ccccc12	-12	?	-21%	17	3%	15%	0%	-4%	12	?
7	COc1cccc(/C=N/NC(=O)CN2CC(c3ccccc3)CC2=O)c1OC (configuration not stated)	4	10	3%	5	1%	2%	0%	1%[46.1 µM]	-1	28%
8	COc1cccc(Sc2ccccc2CN(C)C)c1	-13	-2	-7%	1	2%	3%	-1%	10%	3	-2%
9	O=C(CCCN1C(=O)c2ccccc2C1=O)NCCN1C(=O)S/C(=C\c2cccs2)C1=O	nt	7	-3%	38	-1%	6%	-2%	-3%[46.1 µM]	-11	-22%
10	CC(C)(CNC(=O)Cc1ccc(Br)cc1)N1CCOCC1	3	-2	14%	-5	0%	8%	-1%	1%	-15	2%
11	CC(C)=CC1C(C(=O)NCCOc2ccccc2)C1(C)C (configuration not stated)	0	?	-12%	-16	-1%	1%	2%	nt	-3	-12%
12	C=CC[C@@H](CC(=O)NCCO)C(=O)N[C@@H](COC(=O)[C@@H](CC=C)Cc1ccc(F)cc1)Cc1ccccc1	-9	nt	13%	-17	1%	4%	nt	-4%	14	-2%
13	CCOc1ccc(NC(=O)CSc2ncn[nH]2)cc1	13	1	9%	5	0%	-5%	-1%	-4%	4	?
14	Cc1cc(CNC(=O)c2cc(COc3c(F)cccc3F)on2)nn1C	23	4	2%	-13	2%	4%	-7%	1%	-21	8%
15	O=C1CCC(=O)N1c1ccc(-c2nc3sc4c(c3c(=O)o2)CCC4)cc1	-7	-1	11%	-2	1%	-50%	-3%	-3%	-3	0%
16	CCc1ccccc1NC(=O)C1CCCN1S(=O)(=O)c1ccc(-c2ccc(=O)[nH]n2)s1 (configuration not stated)	-1	8	-13%	-2	-3%	-13%	8%	4%	-10	-20%
17	O=C(NCCc1ccccc1)C1CCCN1S(=O)(=O)c1cccc2nsnc12 (configuration not stated)	-20	-2	-1%	16	3%	14%	-1%	4%	11	10%
18	c1ccc2c(c1)oc1c(Nc3ccc4c(c3)OCO4)ncnc12	2	-1	12%	4	0%	-3%	-1%	5%	1	?
19	CCOc1ccc(N(C)S(=O)(=O)c2ccc(C)c(C(=O)NCCc3ccc(OC)cc3)c2)cc1	-4	-2	-29%	-14	-1%	5%	11%	nt	1	?
20	Cc1ccc(-n2c(SCC(=O)Nc3cccc(S(N)(=O)=O)c3)nc3ccccc32)cc1	16	?	-13%	-7	2%	1%	-2%	2%[46.1 µM]	-1	?
21	O=C(NN1C(=O)/C(=C/c2ccc(O)cc2)SC1=S)c1cccc(O)c1	3	9	?	23	14%	4%	2%	nt	-12	3%
22	O=C(NNC(=O)c1cc2ccccc2oc1=O)c1ccccc1	-6	3	9%	8	-1%	2%	-2%	-8%	-8	?
23	CCc1ccc(N2CCN(C(=O)N3CCOCC3)CC2)cc1	11	?	2%	-4	1%	-5%	3%	-6%	-8	2%
24	COc1cccc(CNCCOCCO)c1OC	-1	-1	1%	0	-1%	-5%	-3%	2%	-15	-1%
25	Cc1ccccc1N1CCN(Cc2nc(Cc3ccccc3)no2)CC1	16	?	10%	-11	1%	5%	25%	nt	-7	0%
26	CC(=O)c1ccc(C(C)(C)c2ccc(C(C)=O)s2)s1	-21	4	32%	-28	2%	3%	8%	-1%	12	?
27	Cc1cc(CNC(=S)Nc2ccc(S(=O)(=O)Nc3ncccn3)cc2)nn1C	nt	-2	-18%	4	0%	9%	-1%	-4%	-12	0%
28	CC(C)n1nc(C(=O)NNC(=O)c2ccc(OC(F)F)cc2)c2ccccc2c1=O	-15	7	7%	1	4%	-3%	-6%	nt	9	-27%
29	COc1ccc(C(=O)O/N=C(\N)Cc2ccc([N+](=O)[O-])cc2)c(OC)c1	-11	-4	-4%	-1	0%	-12%	4%	5%	4	?
30	COc1cc(-c2nc3c4ccccc4nc(=S)n3[nH]2)cc(OC)c1OC	-23	0	5%	15	-2%	0%	-5%	-2%	-2	1%
31	Cc1cc(CSc2ccccc2)ccc1NC(=O)COc1ccccc1	-25	17	-12%	-17	0%	12%	2%	4%	-1	-13%
32	O=C1/C(=C/c2ccc(F)cc2)SC(=S)N1NS(=O)(=O)c1ccccc1	6	-3	7%	-14	0%	-7%	12%	-1%	-5	5%
33	Cc1oc(-c2ccccc2F)nc1CS(=O)(=O)CC(=O)NCCN(C)C1CCCCC1	2	-1	5%	-11	2%	3%	1%	8%	0	-5%
34	CN(C)S(=O)(=O)c1cc(NC(=O)COC(=O)Cc2ccc(Cl)cc2Cl)ccc1Cl	-10	-5	-9%	-14	-1%	9%	-5%	-15%[46.1 µM]	-4	11%
35	O=C(CN1C(=O)NC2(CCc3ccccc32)C1=O)NCc1cccc(C(F)(F)F)c1 (configuration not stated)	14	nt	-7%	132	-2%	22%	nt	-4%[46.1 µM]	-2	5%
36	O=C(Cc1ccc(NC2=NC3CS(=O)(=O)CC3S2)cc1)Nc1ccc(F)cc1 (configuration not stated)	-19	1	5%	-12	3%	13%	2%	10%	-4	7%
37	Cc1ccc(S(=O)(=O)Nc2nc(C)c(C(=O)NN)s2)cc1	2	-1	1%	0	-2%	-8%	5%	0%	4	3%
38	CCCC(=O)Nc1ccc(C(=O)NCc2ccccn2)cc1	3	-3	-1%	-3	-2%	-3%	24%	nt	-4	1%
39	Cc1cc(C(=O)CCl)c(C)n1-c1cccc(S(=O)(=O)N2CCOCC2)c1	-8	-3	4%	-4	1%	-8%	4%	1%	5	7%
40	CCN1CCCc2cc(CN(CCN3CCOCC3)C(=S)Nc3ccc(OC)c(Cl)c3)ccc21	6	1	-2%	0	1%	1%	-3%	7%	6	3%
41	CN(CC(=O)Nc1ccccc1Cl)C(=O)COC(=O)Cc1c(F)cccc1Cl	10	7	-4%	15	2%	-2%	-3%	7%	-7	-1%
42	CC(=O)Nc1ccc(SCC(=O)c2cc(C)n(C)c2C)cc1	-5	-3	-2%	0	1%	nt	1%	3%	-3	?
43	O=C(CCC(=O)c1ccccc1)NCCOc1ccccc1	20	5	1%	1	0%	-1%	2%	-1%	-10	2%
44	Cc1ccc(O)c(NC(=S)NC(=O)CC(C)C)c1	-7	6	-3%	10	1%	0%	0%	6%[46.1 µM]	7	?
45	Cn1c(N/N=C/c2ccccc2)nc2sc3c(c2c1=O)CCC3	-13	8	0%	3	4%	2%	-1%	4%	0	6%
46	CC(=O)c1cccc(CN2CCC(n3nccc3NC(=O)c3ccc4c(c3)OCO4)CC2)c1	2	0	-7%	3	6%	6%	1%	-67%	-20	-3%
47	O=C(CSc1ccccn1)N/N=C/c1ccccc1[N+](=O)[O-]	-3	4	7%	-1	4%	-1%	0%	0%[46.1 µM]	0	?
48	C/C(Cc1nnn(-c2cc(C)on2)n1)=N\O	5	6	-5%	-13	6%	-9%	-2%	0%	-6	0%
49	COc1ccc(C(=O)Nn2c(SCC(=O)NCc3ccco3)nc3ccccc3c2=O)cc1	18	6	-6%	1	-1%	0%	-4%	3%	6	?
50	CC(C)N(Cc1ccccc1)C(=O)COc1ccccc1	1	12	?	7	4%	1%	5%	-4%	17	0%
51	O=[N+]([O-])c1ccc(OCCn2cnc3ccccc32)cc1	-3	10	-4%	0	-1%	5%	-5%	-3%	3	-4%

Bioassay records deposited in PubChem by National Center for Advancing Translational Sciences (NCATS).
